KCNQ2 block = KCNQ2 potassium channel inhibitors, primary screen, cell-based, CHO-K1, FluxOR thallium flux, B-score (AID 2156) | B-score at 10 µM | O88943 | hit rate 1.1% among 310,000 | 20 min; stronger effect = lower value;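 active means fluorescence ratio B-score at most minus 3 library SDs, with starting brightness B-score within 2 library SDs, cut at about -5.5 in these data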
Target sequence (O88943 whole entry, looked up): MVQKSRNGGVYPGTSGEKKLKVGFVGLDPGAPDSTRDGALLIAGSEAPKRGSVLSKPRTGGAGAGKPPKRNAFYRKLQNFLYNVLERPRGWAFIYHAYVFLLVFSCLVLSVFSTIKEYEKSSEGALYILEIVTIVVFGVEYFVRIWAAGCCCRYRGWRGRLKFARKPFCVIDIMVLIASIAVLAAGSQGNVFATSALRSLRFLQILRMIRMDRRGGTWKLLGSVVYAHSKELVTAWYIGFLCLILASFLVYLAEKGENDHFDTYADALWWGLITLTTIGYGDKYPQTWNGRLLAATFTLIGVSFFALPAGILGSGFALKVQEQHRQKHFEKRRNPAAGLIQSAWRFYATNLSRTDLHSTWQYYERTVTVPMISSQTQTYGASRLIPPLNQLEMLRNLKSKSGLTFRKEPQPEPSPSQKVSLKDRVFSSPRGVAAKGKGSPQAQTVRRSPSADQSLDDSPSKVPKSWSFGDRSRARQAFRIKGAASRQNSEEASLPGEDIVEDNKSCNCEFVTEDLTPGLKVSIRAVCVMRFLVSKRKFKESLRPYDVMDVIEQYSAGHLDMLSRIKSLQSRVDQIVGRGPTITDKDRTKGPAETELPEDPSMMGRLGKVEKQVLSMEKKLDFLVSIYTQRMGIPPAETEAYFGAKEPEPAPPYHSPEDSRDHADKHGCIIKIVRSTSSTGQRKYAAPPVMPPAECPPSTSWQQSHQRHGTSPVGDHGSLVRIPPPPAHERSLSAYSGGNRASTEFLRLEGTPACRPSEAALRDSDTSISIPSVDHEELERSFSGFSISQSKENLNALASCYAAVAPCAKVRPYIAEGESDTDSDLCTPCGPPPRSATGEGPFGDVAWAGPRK
Kir21 inh = inhibitors of mouse Kir2.1 inward-rectifier potassium channel. P35561. HEK293-Kir2.1, FluxOR thallium flux fluorescence; stronger effect = lower value. B-score at 10 µM. hit rate 0.85% among 310,000. AID 1672;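 active means fluorescence ratio B-score at or below minus 3 SD of library scores, with starting-brightness B-score within 2 SD, cut at about -4.2 in these data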;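 further: channel flux triggered by added potassium and thallium sulfate stimulus; B-score of peak minus minimum fluorescence over baseline after thallium stimulus; more negative B-score means stronger Kir2.1 block with less thallium influx; some compounds called inactive have numbers as strong as hits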
An asterisk follows results filed as active.

`COc1ccc(N(C(=O)c2snc(C(N)=O)c2N)C(C(=O)NC2CCCC2)c2ccco2)cc1OC` (stereo unspecified) gave KCNQ2 block inactive and Kir21 inh 1.1.
`CC1(C)CC(=O)C=C(NCc2ccc(Cl)c(Cl)c2)C1` gave KCNQ2 block inactive and Kir21 inh 1.5.
`O=C(N/N=C/c1cccs1)c1cc(-c2cccc3ccccc23)n[nH]1` gave KCNQ2 block inactive and Kir21 inh -0.33.
For CCOc1ccccc1OCCN1CCCC1 the results were KCNQ2 block inactive and Kir21 inh -1.3.
`CC(=O)Nc1ccc2nc(-c3ccccc3)cn2c1` gave KCNQ2 block inactive and Kir21 inh -0.04.
For COc1ccc(C(=O)NC(NC(=O)c2ccc(OC)c(OC)c2)c2ccccc2F)cc1OC the results were KCNQ2 block inactive and Kir21 inh -0.54.
`CCCC(C(=O)NC(C)(C)C)N(CC1CCCO1)C(=O)c1snc(C(N)=O)c1N` (stereo unspecified) gave KCNQ2 block inactive and Kir21 inh -0.28.
Screening O=C(Cc1ccc2c(c1)OCCO2)N1CCN(S(=O)(=O)c2cccc(Cl)c2Cl)CC1 returned KCNQ2 block inactive and Kir21 inh -1.4.
O=C(Nc1ccccc1N1CCCCC1)c1ccc(Cl)cc1 was read as KCNQ2 block inactive and Kir21 inh 0.02.
Nc1c(Nc2ccccc2)c2ccccc2oc1=O was read as KCNQ2 block inactive and Kir21 inh -0.05.
O=C1/C(=C/c2cccc([N+](=O)[O-])c2)CSc2ccc(Cl)cc21 was read as KCNQ2 block inactive and Kir21 inh 0.27.
CC1CCCC(C)N1C(=O)COC(=O)c1cc(S(=O)(=O)N2CCOCC2)ccc1Cl (stereo unspecified) was read as KCNQ2 block inactive and Kir21 inh -0.37.
Screening CCN1CCN(c2ccc(S(=O)(=O)N3CCCCC3)cc2NC(=O)Cc2ccc(Cl)c(Cl)c2)CC1 returned KCNQ2 block inactive and Kir21 inh -2.9.
`CCOC(=O)c1c(-c2cccs2)csc1N` gave KCNQ2 block inactive and Kir21 inh -1.6.
For CCN(Cc1cc2cc(C)ccc2[nH]c1=O)C(=O)c1cccc(OC)c1 the results were KCNQ2 block inactive and Kir21 inh -1.1.
Screening Cc1cc(NC(=O)CSc2nnc(C)o2)no1 returned KCNQ2 block inactive and Kir21 inh 0.86.
O=c1[nH]cnc2c1oc1ccccc12 was read as KCNQ2 block inactive and Kir21 inh 1.2.
For Cc1ccc2oc(=O)c3cnn(CC(=O)N4CCCCCC4)c3c2c1 the results were KCNQ2 block inactive and Kir21 inh 1.7.
Screening CCC(C)(C)NC(=O)CN(Cc1ccccc1Cl)C(=O)CCC(=O)Nc1cc(C)ccn1 returned KCNQ2 block inactive and Kir21 inh 1.2.
For O=C(COC(=O)c1ccc(O)cc1O)NCCN1C(=O)CSC1=O the results were KCNQ2 block inactive and Kir21 inh 1.2.
Screening CC(C)(C)C(=O)/C=C(N)/C=C/c1ccccc1 returned KCNQ2 block inactive and Kir21 inh -1.1.
COc1ccccc1NC(=O)COC(=O)Cc1c[nH]c2ccccc12 was read as KCNQ2 block inactive and Kir21 inh -1.6.
`CN1CCN(C(=O)c2cc3ccccc3[nH]2)CC1` gave KCNQ2 block inactive and Kir21 inh 1.6.
CCc1ccccc1N1CC(C(=O)Nc2nccs2)CC1=O (stereo unspecified) was read as KCNQ2 block inactive and Kir21 inh -0.56.
`Cc1cccc(NC(=O)CN(C)S(=O)(=O)c2ccc3c(c2)n(C)c(=O)c(=O)n3C)c1C` gave KCNQ2 block inactive and Kir21 inh -1.3.
Screening CCN(C(=O)CSc1ncnc2c1cnn2-c1ccccc1)C1CCS(=O)(=O)C1 (stereo unspecified) returned KCNQ2 block inactive and Kir21 inh 0.05.
`Nc1ccc2nc(SCC(=O)c3ccccc3)sc2c1` gave KCNQ2 block inactive and Kir21 inh -0.74.
OCCC1CN(Cc2ccc3cccc(F)c3n2)CCN1Cc1ccccc1 (stereo unspecified) was read as KCNQ2 block inactive and Kir21 inh -0.36.
Screening COc1cc(C2=NOC(C(=O)N3CCCCCC3)C2)cc(OC)c1OC (stereo unspecified) returned KCNQ2 block -6.6* and Kir21 inh 0.04.
Screening COc1ccc(/C(N)=N/OC(=O)CSc2ccc(C)cc2)cc1 returned KCNQ2 block inactive and Kir21 inh -2.6.
`COc1ccc(Cc2nc(=S)[nH][nH]2)cc1Br` gave KCNQ2 block inactive and Kir21 inh -0.37.
Screening Cc1c(C)c2ccc(OC3CCCCC3=O)cc2oc1=O (stereo unspecified) returned KCNQ2 block inactive and Kir21 inh -2.2.
CC(C)(C)NC(=O)C(=O)NN=C1CCCCCCCCCCC1 was read as KCNQ2 block inactive and Kir21 inh -1.4.
CC1=C(C(=O)Nc2ccccc2)C(c2ccccn2)n2nc(CCCO)nc2N1 (stereo unspecified) was read as KCNQ2 block inactive and Kir21 inh 0.41.
Clc1ccccc1N=C1NN=C(c2cccs2)CS1 was read as KCNQ2 block inactive and Kir21 inh -0.68.
COCCNC(=O)c1ccc(CS(=O)(=O)c2ccccc2)o1 was read as KCNQ2 block inactive and Kir21 inh -0.34.
Cc1ccc(Cl)cc1Nc1nc(-c2sc(NC(=O)c3ccccc3)nc2C)cs1 was read as KCNQ2 block inactive and Kir21 inh 1.9.
For COc1ccccc1CN1[C@@H](CC(=O)O)c2cc(F)ccc2S1(=O)=O the results were KCNQ2 block inactive and Kir21 inh -0.62.
For CN(C(=O)c1ccncc1)C1CCCCC1 the results were KCNQ2 block inactive and Kir21 inh 1.1.
Screening Cc1nc2ncnn2c(N2CCCC(C(=O)Nc3ccccc3Br)C2)c1C (stereo unspecified) returned KCNQ2 block inactive and Kir21 inh 0.37.
`COc1ccc(-c2nnn(CC(=O)N(Cc3ccccc3Cl)C(C(=O)NCC3CCCO3)c3ccco3)n2)cc1OC` (stereo unspecified) gave KCNQ2 block inactive and Kir21 inh -0.78.
`Cc1ccn2c(CNC(C)CCn3cccn3)c(C(=O)N3CCCCCC3)nc2c1` (stereo unspecified) gave KCNQ2 block inactive and Kir21 inh -1.2.
For COc1ccccc1Nc1nnc(SCC(=O)c2cc(C)n(CC3CCCO3)c2C)s1 (stereo unspecified) the results were KCNQ2 block inactive and Kir21 inh -1.2.
For COc1ccc(C(=O)NNC(=O)c2ccccc2[N+](=O)[O-])cc1 the results were KCNQ2 block inactive and Kir21 inh 0.88.
Screening CCO/C=C1\C(=O)N(CC)c2ccccc21 returned KCNQ2 block inactive and Kir21 inh -0.54.
For O=C(NC1CCCCCCC1)c1cccc(Cl)c1 the results were KCNQ2 block inactive and Kir21 inh -0.71.
Screening CC(=O)N1CC[n+]2c(-c3ccc(Cl)cc3)csc21 returned KCNQ2 block inactive and Kir21 inh -0.41.
For Cc1cc(NC(=O)c2ccno2)no1 the results were KCNQ2 block inactive and Kir21 inh 1.5.
Screening C=CCn1c(SC(C)C#N)nc2sc(CC)cc2c1=O (stereo unspecified) returned KCNQ2 block inactive and Kir21 inh -1.6.
`COCCNC(=O)CCC(=O)NNc1nc2ccccc2c2nc(-c3ccccc3)nn12` gave KCNQ2 block inactive and Kir21 inh 1.
COc1ccc(-n2nnnc2/C(=C/N(C)C)C(=O)c2ccccc2)cc1 was read as KCNQ2 block inactive and Kir21 inh -2.7.
For Cc1cc(NC(=O)c2sc(Nc3ccc(F)cc3)nc2N)no1 the results were KCNQ2 block inactive and Kir21 inh -0.27.
For CC(=O)c1ccc(NC(=O)/C(C#N)=C/c2ccncc2)cc1 the results were KCNQ2 block inactive and Kir21 inh -0.26.
Cc1ccc(C(=O)N/C(=C\c2ccco2)C(=O)N2CCSCC2)cc1C was read as KCNQ2 block inactive and Kir21 inh -0.63.
For CCOc1ncccc1C(=O)Nc1ccc(Cl)c(S(=O)(=O)N2CCCC2)c1 the results were KCNQ2 block inactive and Kir21 inh -0.45.
For CCCCNC(=O)Nc1ccccc1C(=O)NCc1ccco1 the results were KCNQ2 block inactive and Kir21 inh -0.45.
Screening COc1ccc(N2CCN(C(CNC(=O)C(C)(C)C)c3ccco3)CC2)cc1 (stereo unspecified) returned KCNQ2 block inactive and Kir21 inh 0.04.
COc1ccccc1Cn1c(-c2ccco2)nc2nc3ccccc3nc21 was read as KCNQ2 block inactive and Kir21 inh -0.33.
COCCNC(=O)c1cnn2c(C(F)F)cc(-c3ccccc3)nc12 was read as KCNQ2 block inactive and Kir21 inh -0.75.
For Cc1cc(C)c(C)c(OCCCn2ccnc2)c1 the results were KCNQ2 block inactive and Kir21 inh 1.4.

Entries shown so far containing bromine:
`COc1ccc(Cc2nc(=S)[nH][nH]2)cc1Br` gave KCNQ2 block inactive and Kir21 inh -0.37.
Screening Cc1nc2ncnn2c(N2CCCC(C(=O)Nc3ccccc3Br)C2)c1C (stereo unspecified) returned KCNQ2 block inactive and Kir21 inh 0.37.

Other entries follow:
`O=C1c2cccc3cccc(c23)C(=O)N1CC1CCN(CC(O)COc2ccc3ccccc3c2)CC1` (stereo unspecified) gave KCNQ2 block inactive and Kir21 inh -1.6.
Screening Cc1ccc2nc(N/C(=N/S(=O)(=O)c3ccc(F)cc3F)c3ccccc3)sc2c1 returned KCNQ2 block inactive and Kir21 inh 0.
Screening CC(C)(O)C(=O)NN(C(=O)c1ccccc1)c1ccc2ccccc2c1 returned KCNQ2 block inactive and Kir21 inh -0.43.
`O=c1cc(-c2ccncc2)oc2ccccc12` gave KCNQ2 block inactive and Kir21 inh -1.
For O=C(Cc1ccccc1)Nc1cccc(NC(=O)c2cccs2)c1 the results were KCNQ2 block inactive and Kir21 inh -1.8.
For Cc1cccc2c1N(C(=O)c1ccco1)C(C)(C)c1ssc(=S)c1-2 the results were KCNQ2 block inactive and Kir21 inh 0.05.
Screening CCOC(=O)N1CCN(C(=O)c2cc(Cl)c(Cl)cc2C(=O)O)CC1 returned KCNQ2 block inactive and Kir21 inh -0.83.
Screening COc1ccc(CC(=O)NNC(=O)c2ccncc2)cc1 returned KCNQ2 block inactive and Kir21 inh 0.74.
Screening C=CCN(c1ccccc1)S(=O)(=O)c1ccc2c(c1)NC(=O)C(C)C(=O)N2 (stereo unspecified) returned KCNQ2 block inactive and Kir21 inh 2.5.
`O=C(Nc1ccc(S(=O)(=O)Nc2ncccn2)cc1)c1cncc(Br)c1` gave KCNQ2 block inactive and Kir21 inh 0.34.
For Cc1cc(SCC2=NNC(=O)C2)c(Cl)cc1Cl the results were KCNQ2 block inactive and Kir21 inh 0.01.
Screening c1ccc(NC2=Nc3ccccc3CS2)cc1 returned KCNQ2 block inactive and Kir21 inh 0.67.
Screening CC(CC(=O)O)CC(=O)Nc1cccc([N+](=O)[O-])c1 (stereo unspecified) returned KCNQ2 block inactive and Kir21 inh -0.03.
For Cn1nccc1C(=O)c1ccc(Cl)cc1 the results were KCNQ2 block inactive and Kir21 inh -0.2.
Cc1cccc(N2CCN(C(=O)c3ccc4nc(N5CCCCC5)sc4c3)CC2)c1C was read as KCNQ2 block inactive and Kir21 inh 0.53.
Screening CCN1CNC(=S)N(Cc2ccccc2)C1 returned KCNQ2 block inactive and Kir21 inh 0.08.
For CCOC(=O)N1CCN(C(=O)COC(=O)C2CCN(S(=O)(=O)c3c(Cl)cccc3Cl)CC2)CC1 the results were KCNQ2 block inactive and Kir21 inh 2.2.
For COCCCNC(=O)c1ccc2c(=O)n(Cc3ccc(OC)cc3)c(=O)[nH]c2c1 the results were KCNQ2 block inactive and Kir21 inh -0.01.
For COc1ccc(N(Cc2ccco2)C(=O)c2ccccc2F)cc1OC the results were KCNQ2 block inactive and Kir21 inh -1.9.
CCOC(=O)C1(Cc2ccccc2C)CCCN(C(=O)c2ccoc2)C1 (stereo unspecified) was read as KCNQ2 block inactive and Kir21 inh 0.05.
CC1=Nc2ccccc2N=C(N)C1c1ccccc1 (stereo unspecified) was read as KCNQ2 block inactive and Kir21 inh -1.2.
CC(C)CN(C(=O)COC(=O)C1=COCCO1)c1c(N)n(Cc2ccccc2)c(=O)[nH]c1=O was read as KCNQ2 block inactive and Kir21 inh 0.04.
For Cn1c(SCC(=O)NC(=O)NCc2ccco2)nnc1C(F)(F)F the results were KCNQ2 block inactive and Kir21 inh 1.2.
`CC(C)c1ccc(NC(=S)NCc2cccs2)cc1` gave KCNQ2 block inactive and Kir21 inh 0.1.
For Cc1[nH]c2ccccc2c1CCNC(=O)CCC(=O)c1ccccc1 the results were KCNQ2 block inactive and Kir21 inh -2.2.
For COc1cccc(C(C(=O)NC2CCCC2)N(C(=O)c2ccco2)c2ccccc2)c1OC (stereo unspecified) the results were KCNQ2 block inactive and Kir21 inh 0.77.

Compounds listed so far that have an NH in an aromatic ring (nine):
`O=C(N/N=C/c1cccs1)c1cc(-c2cccc3ccccc23)n[nH]1` gave KCNQ2 block inactive and Kir21 inh -0.33.
For CCN(Cc1cc2cc(C)ccc2[nH]c1=O)C(=O)c1cccc(OC)c1 the results were KCNQ2 block inactive and Kir21 inh -1.1.
O=c1[nH]cnc2c1oc1ccccc12 was read as KCNQ2 block inactive and Kir21 inh 1.2.
COc1ccccc1NC(=O)COC(=O)Cc1c[nH]c2ccccc12 was read as KCNQ2 block inactive and Kir21 inh -1.6.
`CN1CCN(C(=O)c2cc3ccccc3[nH]2)CC1` gave KCNQ2 block inactive and Kir21 inh 1.6.
`COc1ccc(Cc2nc(=S)[nH][nH]2)cc1Br` gave KCNQ2 block inactive and Kir21 inh -0.37.
For COCCCNC(=O)c1ccc2c(=O)n(Cc3ccc(OC)cc3)c(=O)[nH]c2c1 the results were KCNQ2 block inactive and Kir21 inh -0.01.
CC(C)CN(C(=O)COC(=O)C1=COCCO1)c1c(N)n(Cc2ccccc2)c(=O)[nH]c1=O was read as KCNQ2 block inactive and Kir21 inh 0.04.
For Cc1[nH]c2ccccc2c1CCNC(=O)CCC(=O)c1ccccc1 the results were KCNQ2 block inactive and Kir21 inh -2.2.
